ABHD4 inh: ABHD4 inhibitors, primary screen, biochemical, fluorescence polarization, mouse | (Lyso)-N-acylphosphatidylethanolamine lipase (Mus musculus), Q8VD66 | inhibition, % at 8.92 µM | 0.54% of 370,000 active | AID 720543, 2013 | purified mABHD4, FP-Rh probe fluorescence polarization;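 active = inhibition exceeding the mean over every tested compound plus 3 SD, cut at about 30% in these data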;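 note: 0% = plate median of compound wells and 100% = S159A mutant with DMSO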
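Assay system: wild-type mouse ABHD4 protein; compound: single nominal dose of 8.92 µM, 0.89% DMSO final; schedule: 45 min + 60 min at 25 °C; measured by: FP readout, ex 525 nm / em 598 nm; evaluation: % inhibition of FP-Rh probe binding versus controls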
DDE Tn7 FP inh: inhibitors of Tn7 peptide binding to fibrin DD(E), primary screen, biochemical, fluorescence polarization, human fibrin, Tn7 probe. inhibition, % at 8.3 µM. FP displacement of FITC-Tn7 peptide from fibrin DD(E); 0% = median of compound wells per plate. Fibrinogen beta chain (Homo sapiens), P02675. 0.13% of 370,000 active. AID 720508, 2013;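 active = inhibition above the mean of compounds falling within the control limits plus 3 SD of them, cut at about 14% in these data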;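 note: 0% = plate median of compound wells and 100% = 10 µM Aha-Tn7 peptide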
Target sequence (P02675 whole entry, looked up): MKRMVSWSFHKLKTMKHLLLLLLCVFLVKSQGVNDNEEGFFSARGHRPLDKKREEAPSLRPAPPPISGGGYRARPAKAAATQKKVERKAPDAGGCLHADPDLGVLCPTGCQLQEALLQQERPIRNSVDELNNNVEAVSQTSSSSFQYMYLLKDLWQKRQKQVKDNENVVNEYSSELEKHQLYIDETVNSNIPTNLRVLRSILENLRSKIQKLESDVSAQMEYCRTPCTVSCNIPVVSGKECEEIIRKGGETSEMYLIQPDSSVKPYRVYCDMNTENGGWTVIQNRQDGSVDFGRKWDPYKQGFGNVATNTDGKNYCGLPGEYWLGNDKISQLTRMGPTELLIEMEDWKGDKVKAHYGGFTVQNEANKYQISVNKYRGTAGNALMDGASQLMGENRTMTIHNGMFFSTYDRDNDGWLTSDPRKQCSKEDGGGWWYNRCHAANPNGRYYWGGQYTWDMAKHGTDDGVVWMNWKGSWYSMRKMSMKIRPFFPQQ
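assay system = human clot-derived fibrin DD(E) complex | quantity = Fibrin-DD(E) at 2 µM final | timing = 10 min preincubation, 3 h with tracer, room temperature | signal = fluorescence polarization | measure = percent inhibition | benchmarks = high control wells with 10 µM unlabelled Aha-Tn7 peptide (full inhibition) | replicates = singlicate testing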
PRMT1 FP inh: PRMT1 methyltransferase inhibitors, primary screen, biochemical, fluorescence polarization | inhibition, % at 2.79 µM | recombinant PRMT1, activity-based probe fluorescence polarization | 1.3% of 370,000 active;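 active = inhibition above about 21% made by adding two undisclosed values, limit read from the data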
SIAE primary: human SIAE inhibitors, primary screen, biochemical, fluorescence polarization, FP-Rh probe, 1536-well HTS; Sialate O-acetylesterase (Homo sapiens), Q9HAT2; SIAE FP-Rh probe binding; inhibition, % at 9.66 µM; 0.69% of 370,000 active;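 active = inhibition above a cutoff: mean of compounds within the control limits plus 3 SD of those, cut at about 17% in these data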;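 note: 0% = plate median of compound wells and 100% = probe without SIAE protein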
Target sequence (Q9HAT2 whole entry, looked up): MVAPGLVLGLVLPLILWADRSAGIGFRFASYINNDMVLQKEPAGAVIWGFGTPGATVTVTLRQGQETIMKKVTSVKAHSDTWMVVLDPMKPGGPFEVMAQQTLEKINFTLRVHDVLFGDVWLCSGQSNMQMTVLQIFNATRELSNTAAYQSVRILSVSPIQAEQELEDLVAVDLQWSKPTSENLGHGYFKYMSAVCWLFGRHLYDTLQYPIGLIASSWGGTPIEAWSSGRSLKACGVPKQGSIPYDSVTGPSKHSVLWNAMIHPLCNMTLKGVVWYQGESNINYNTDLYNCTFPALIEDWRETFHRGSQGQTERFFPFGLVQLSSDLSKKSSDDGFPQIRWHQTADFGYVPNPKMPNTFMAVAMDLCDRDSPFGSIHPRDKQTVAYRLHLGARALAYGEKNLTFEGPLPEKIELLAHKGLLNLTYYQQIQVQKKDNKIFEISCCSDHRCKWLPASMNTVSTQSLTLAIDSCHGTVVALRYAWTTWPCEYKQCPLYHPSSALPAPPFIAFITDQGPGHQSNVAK
LEDGF integ inh: blockers of LEDGF/p75-dependent integrase strand transfer – biochemical, TR-FRET, high throughput, primary screen | HIV-1 integrase (with human LEDGF/p75) | TR-FRET IN-LEDGF/p75 DNA integration, Eu/Cy5 | inhibition, % at 3.7 µM | 0.64% of 370,000 active | AID 743269, 2014;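 active = inhibition above the screen-wide mean plus 3 SD, cut at about 13% in these data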;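 note: signal is the Cy5 over europium emission ratio at 671 and 618 nm; 0% = plate median of compound wells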
PG9 Ab binder: binders of HIV-1 gp120 antibody PG9, primary screen, biochemical, TR-FRET. HIV-1 gp120 / PG9 antibody interaction. TR-FRET gp120-PG9 antibody binding. inhibition, % at 6.7 µM. 0.43% of 360,000 active; in the data active = inhibition above about 8.5%
UHRF1 binding: UHRF1 methylated DNA binding inhibitors, primary screen, counter-screen for MBD2 inhibitor project, biochemical, TR-FRET, human UHRF1, single concentration. AID 687016, 2013. inhibition, % at 4.4 µM. 0.75% of 370,000 active. E3 ubiquitin-protein ligase UHRF1 (Homo sapiens), Q96T88. UHRF1 binding to methylated oligo; in the data active = inhibition above about 21%;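 note: UHRF1 SRA domain binding a hemimethylated CpG hairpin DNA probe; 0% = median of test compound wells and 100% = reference inhibitor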
TCR-CD3 inh: inhibitors of human TCR-CD3 interaction, primary screen, biochemical, fluorescence, TAMRA-labeled TCR probe; T-cell receptor (TCR); inhibition, % at 9.4 µM; 0.37% of 360,000 active; AID 651800, 2012; in the data active = inhibition above about 19%;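 note: recombinant mutant TCR 2C K166C tagged with TAMRA read by polarization; 0% = receptor in buffer alone and 100% = receptor with positive control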
TDP2 inh: human TDP2 enzyme inhibitors, primary screen, biochemical, epi absorbance, recombinant enzyme; Tyrosyl-DNA phosphodiesterase 2 (Homo sapiens), O95551; 0.34% of 370,000 active; inhibition, % at 12.8 µM; T5PNP hydrolysis, p-nitrophenol absorbance 415 nm; AID 720702, 2013;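 active = inhibition above the mean of all tested compounds plus 3 SD, set per campaign, cut at about 25% in these data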;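 note: 0% = DMSO with enzyme and 100% = buffer with substrate but no TDP2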
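Test system: human TDP2 enzyme; Input: 120 nM TDP2 per well; Buffer or medium: Mg2+-containing Tris-HCl buffer, pH 7.5; Reagent: 5 mM T5PNP; Dosing: 12.8 µM single point, 1% DMSO; Incubation: reaction 2 h, 37 °C; Detection: p-Nitrophenol epi absorbance; Read-out: % inhibition relative to enzyme-containing and enzyme-free wells; Replicates: single well per compound.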
HTRA1 inhibitor: HTRA1 serine protease inhibitors, primary screen, biochemical, fluorescence polarization, HTS; Q92743; recombinant HTRA1, FP-rhodamine activity-based probe; inhibition, % at 5.96 µM; 0.5% of 340,000 active; AID 504803, 2011; in the data active = inhibition above about 36%;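 note: 0% = enzyme with DMSO and 100% = wells lacking enzyme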
The depositor's hits bear a star; . = no result given.

SMILES | ABHD4 inh | DDE Tn7 FP inh | PRMT1 FP inh | SIAE primary | LEDGF integ inh | PG9 Ab binder | UHRF1 binding | TCR-CD3 inh | TDP2 inh | HTRA1 inhibitor
CCOC(=O)c1[nH]c(C)c(/C(O)=C2\C(=O)C(=O)N(CCN3CCOCC3)C2c2cccs2)c1C (centres undefined) | -3 | -14 | 0 | 4 | 2 | 0.3 | -2 | 0 | -11 | -3
COC(=O)c1cc(OC)c(OC)cc1NC(=S)N1CCN(C/C=C/c2ccccc2)CC1 | -13 | 0 | 0 | 0 | -1 | -0.8 | 0 | -1 | 7 | -6
O=C1NC(=O)c2cc3ccccc3cc21 | -1 | -4 | 0 | 1 | 2 | 1.9 | -10 | 0 | 4 | 5
Cc1ccc(C(=O)NCC(=O)OCC(=O)Nc2cccc(S(=O)(=O)N3CCCC3)c2)cc1C | 4 | -9 | 4 | -4 | -2 | -0.5 | 1 | 5 | 0 | 2
CC(C)Oc1ccc(C2NC(=O)NC2=O)cc1 (centres undefined) | -5 | 2 | -1 | 1 | 2 | -1.6 | 25* | 2 | 3 | -1
CCN(CC)S(=O)(=O)c1ccc(N2CCOCC2)c(NC(=O)Cc2ccc(Cl)cc2)c1 | 8 | 5 | 12 | -5 | -3 | 0.0 | 2 | -3 | -3 | -10
CCCNC(=O)C1CN(C(=O)c2nn(Cc3ccccc3)c(=O)c3ccccc23)c2ccccc2O1 (centres undefined) | 2 | 3 | -2 | 0 | -2 | 1.4 | 0 | 9 | -4 | 5
CC(C)CC(C)NC(=O)c1ccc(C(F)(F)F)cc1 (centres undefined) | 0 | -3 | -2 | -5 | 2 | -0.3 | 0 | 4 | 4 | 1
CCC(=O)Nc1cccc(-c2nc3ccccc3o2)c1 | -4 | -8 | 2 | -7 | 3 | 0.5 | -2 | -7 | -4 | 3
COC(=O)[C@H](Cc1ccccc1)NCCCn1cnc(C(=O)Nc2ccc(C)c(C)c2)n1 | 6 | -1 | 3 | 0 | 0 | 0.2 | -1 | -5 | 7 | -1
Cc1[nH]ccc(=O)c1Cc1c(Cl)cccc1Cl | 2 | -4 | 0 | -8 | -4 | -0.8 | -1 | 4 | -6 | 12
O=C(CNC(=O)C12CC3CC(CC(C3)C1)C2)OCC(=O)N1CCCCC1 | 1 | 1 | 4 | 0 | -4 | 2.3 | 0 | -2 | -6 | -3
O=C(CSc1nnc(CNC(=O)c2ccccc2)o1)NCc1ccc2c(c1)OCO2 | 2 | 9 | 2 | -5 | -5 | -1.9 | 2 | -11 | 8 | 1
Cn1c(SCC(=O)N2CCN(S(=O)(=O)c3ccc(Cl)cc3)CC2)nc2ccccc21 | -4 | 4 | 17 | 4 | 3 | 2.9 | 3 | -4 | -5 | 2
COCCNC(=S)NN(c1ccccc1)c1ccccc1 | 3 | 4 | 8 | 0 | 3 | 0.2 | 1 | -2 | 3 | 6
CCc1nnc(NC(=O)CSc2ccc(Cl)cc2)s1 | -2 | -1 | 3 | -6 | 1 | 4.0 | -2 | -13 | 2 | -2
O=C(CCNC(=O)c1ccccc1Cl)NN1C(=O)NC2(CCCCC2)C1=O | 5 | 5 | 2 | 2 | 1 | 0.8 | 0 | 6 | 2 | -3
COc1cccc(-c2cc(C(=O)N3CCN(C(=O)c4ccco4)CC3)on2)c1 | -5 | 1 | 6 | -1 | 0 | 0.5 | 1 | -7 | -6 | -1
CCCCOc1ccc(-c2nnn(C(C)(C)C(=O)OC)n2)cc1 | -6 | -1 | 0 | 3 | 3 | 2.4 | 5 | 2 | -3 | -19
CCOC(=O)C1=CNS(=O)(=O)NC1CCc1ccccc1 (centres undefined) | 5 | -5 | 3 | 2 | -1 | -0.6 | 0 | -12 | 4 | -15

Given as labelled records: part of the list above
Cc1[nH]ccc(=O)c1Cc1c(Cl)cccc1Cl
  ABHD4 inh: 2	DDE Tn7 FP inh: -4	PRMT1 FP inh: 0	SIAE primary: -8	LEDGF integ inh: -4	PG9 Ab binder: -0.8	UHRF1 binding: -1	TCR-CD3 inh: 4	TDP2 inh: -6	HTRA1 inhibitor: 12

COc1cccc(-c2cc(C(=O)N3CCN(C(=O)c4ccco4)CC3)on2)c1
  ABHD4 inh: -5	DDE Tn7 FP inh: 1	PRMT1 FP inh: 6	SIAE primary: -1	LEDGF integ inh: 0	PG9 Ab binder: 0.5	UHRF1 binding: 1	TCR-CD3 inh: -7	TDP2 inh: -6	HTRA1 inhibitor: -1

An excerpt from above with just DDE Tn7 FP inh and HTRA1 inhibitor.
| canonical_smiles | DDE Tn7 FP inh | HTRA1 inhibitor |
| --- | --- | --- |
| Cn1c(SCC(=O)N2CCN(S(=O)(=O)c3ccc(Cl)cc3)CC2)nc2ccccc21 | 4 | 2 |
| COCCNC(=S)NN(c1ccccc1)c1ccccc1 | 4 | 6 |
| CCc1nnc(NC(=O)CSc2ccc(Cl)cc2)s1 | -1 | -2 |
| O=C(CCNC(=O)c1ccccc1Cl)NN1C(=O)NC2(CCCCC2)C1=O | 5 | -3 |
| COc1cccc(-c2cc(C(=O)N3CCN(C(=O)c4ccco4)CC3)on2)c1 | 1 | -1 |

New compounds follow:
SMILES | ABHD4 inh | DDE Tn7 FP inh | PRMT1 FP inh | SIAE primary | LEDGF integ inh | PG9 Ab binder | UHRF1 binding | TCR-CD3 inh | TDP2 inh | HTRA1 inhibitor
Cc1cc(=O)nc2c3ccccc3n(C(C)C(=O)NCCC(C)C)n12 (centres undefined) | 2 | -3 | 0 | -5 | -1 | -3.3 | -1 | 6 | 2 | 1
COc1ccc(Cl)cc1NS(=O)(=O)c1cccc(C(=O)NCC(c2ccco2)N(C)C)c1 (centres undefined) | 6 | -8 | -1 | -6 | 3 | -2.6 | -2 | 9 | -7 | 2
O=[N+]([O-])c1ccccc1S(=O)(=O)N1CCSCC1 | -2 | 2 | 1 | -5 | 2 | -1.6 | 66* | -4 | 9 | 1
COc1ccc(CC(=O)NCc2ccccc2)cc1 | -2 | 5 | -2 | 5 | 1 | -1.3 | -1 | -3 | 14 | 5
COc1ccc(C(CNC(=O)COc2ccc(F)cc2Cl)N2CCOCC2)cc1 (centres undefined) | -4 | -7 | -2 | -5 | 4 | -0.6 | -1 | 4 | 4 | -1
Cc1noc(C)c1CSCC(=O)N(CC(C)C)c1c(N)n(Cc2ccccc2)c(=O)[nH]c1=O | -3 | 1 | 3 | 3 | -6 | -0.7 | 0 | -5 | 7 | 3
CSCC[C@H](NC(=O)c1cccs1)C(=O)N1CCC2(CC1)NCCc1[nH]cnc12 | 0 | -1 | -4 | 6 | 2 | -3.2 | -2 | 7 | -9 | 8
O=C(CSc1ccc(Cl)cc1)Nc1ccc(N2CCN(C(=O)c3ccc(Cl)cc3)CC2)cc1 | 7 | -5 | 0 | -4 | -4 | 0.5 | -3 | -7 | 11 | 2
COc1ccc(C2CCCCCN2C(=O)C2CCN(S(=O)(=O)c3ccc(C)cc3)CC2)cc1 (centres undefined) | -9 | 5 | 2 | -5 | -3 | 1.1 | 1 | -7 | 4 | -11
O=C(NC1CCN(Cc2ccccc2)CC1)c1cc(S(=O)(=O)N2CCOCC2)ccc1Cl | 10 | 11 | 113* | 1 | 0 | -0.4 | -3 | 2 | 1 | 5
COC(=O)c1sc2nc(-c3ccccc3)nc(N3CCN(C)CC3)c2c1C | -1 | 5 | 2 | -6 | -1 | -0.8 | -1 | 5 | 4 | -22
COc1cccc(NC(=O)CN(C)C(=O)c2c(-c3c(F)cccc3Cl)noc2C)c1 | 1 | 0 | -4 | -3 | 5 | 1.5 | -5 | 5 | -5 | 2
CCCCn1c(NCc2ccccn2)nc2ccccc21 | -1 | 5 | 0 | 2 | -2 | -1.1 | -1 | -3 | 5 | -3
CC(C)[C@H](NC(=O)C1CC(=O)N(c2ccc3c(c2)OCO3)C1)C(=O)NC1CCCC1 (some centres undefined) | 8 | -4 | 5 | 1 | 3 | -1.3 | -1 | 14 | -1 | 13
CC(C)c1cc(N=O)cc(C(C)C)c1O | -14 | 7 | 7 | 25* | 4 | -1.1 | -2 | 2 | -5 | -9
Cc1nn(-c2cc(C(F)(F)F)ccn2)c(=O)o1 | 5 | 2 | -3 | -3 | 1 | -3.1 | -1 | 7 | -9 | -5
CSCCC(NS(=O)(=O)c1ccc(C)cc1)C(=O)N1CCCCCCC1 (centres undefined) | 3 | -3 | 0 | -2 | -6 | 0.7 | 0 | -6 | -4 | -1
CCCCNC(=S)NNC(=O)C12CC3CC(CC(C3)C1)C2 | 0 | 0 | 1 | 7 | 4 | 0.2 | -1 | 1 | 6 | 1
C/C(=N\NC(=O)c1cc(-c2ccc(C)s2)[nH]n1)c1ccncc1 | -9 | -1 | -5 | -11 | 1 | -4.8 | -2 | 2 | 5 | -5
CC1CCCCC1NC(=O)C1CCC(CNS(=O)(=O)c2ccc(F)cc2)CC1 (centres undefined) | -1 | 1 | 0 | -3 | -5 | -0.3 | 4 | -3 | -12 | -4
COc1ccc(CNC(=O)C2(C)Cc3c(-c4ccc(N(C)C)cc4)ccnc3O2)cc1OC (centres undefined) | 3 | 2 | -1 | 6 | 0 | -1.5 | 0 | 6 | 4 | .
Cc1ccc(S(=O)(=O)NC(=O)Nn2c(C)nnc2C)cc1 | -2 | -1 | 1 | 0 | 4 | -0.1 | 0 | -1 | -8 | 8
NS(=O)(=O)c1ccc2nc(NC(=O)C3=COCCO3)sc2c1 | -2 | -1 | 4 | 0 | -3 | 0.3 | 1 | -10 | 0 | -1
Cc1onc(-c2c(F)cccc2Cl)c1-c1nnc(-c2ccc(C(F)(F)F)cc2)o1 | -4 | -6 | 5 | -4 | -5 | -1.3 | 3 | -1 | -7 | .
O=C(C[n+]1ccc(C(=O)c2ccccc2)cc1)Nc1ccccc1OC(F)F | -1 | -1 | 0 | 1 | 1 | -1.5 | 0 | -12 | 9 | 2
O=C(C1=C[C@@H](c2ccccc2)C[C@@H](OCCCCO)O1)N1CCN(Cc2ccc3c(c2)OCO3)CC1 | 1 | -4 | 0 | 3 | 1 | -2.0 | -1 | 2 | 6 | 0
O=C(CSc1nnc(-c2ccccc2F)n1C1CC1)N1CCCC1 | -1 | -8 | 1 | 5 | 0 | 2.8 | 2 | 5 | -10 | -1
O=C(Nc1nccs1)c1cc(-c2ccccc2)nc2ccccc12 | -9 | -4 | 0 | -8 | 9 | 0.6 | 4 | -11 | -13 | -36

Compound activity (PubChem)
